# Rad51 HR inh: Rad51 (human) homologous recombination inhibition; Q06609; hRad51 DNA strand exchange, fluorescence dequenching; inhibition, % at 10 µM; 0.085% of 200,000 active; AID 1385;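 active = inhibition above 40% at the single screening dose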;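 note: 0% = DMSO control wells and 100% = blanks with heterologous ssDNA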
# Target sequence (Q06609 whole entry, looked up): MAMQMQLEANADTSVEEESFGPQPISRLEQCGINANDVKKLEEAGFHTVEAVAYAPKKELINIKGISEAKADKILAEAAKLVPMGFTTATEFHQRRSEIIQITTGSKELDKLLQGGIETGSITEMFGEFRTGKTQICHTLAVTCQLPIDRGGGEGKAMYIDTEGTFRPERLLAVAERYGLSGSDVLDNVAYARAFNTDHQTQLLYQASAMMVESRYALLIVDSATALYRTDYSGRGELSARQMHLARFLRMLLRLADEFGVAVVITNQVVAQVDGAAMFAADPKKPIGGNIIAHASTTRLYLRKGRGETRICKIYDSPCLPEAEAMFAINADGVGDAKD
#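 Material: human Rad51–ssDNA filaments; Probe or stimulus: labelled 47-mer dsDNA for strand exchange; Doses: single 10 µM dose; Incubation: 37 °C 15-min filament assembly, 30-min compound preincubation, 15-min exchange; Technique: FRET fluorescence dequenching, excitation 485 nm, emission 520 nm; Measure: Fluorescence-based percent inhibition, control- and blank-normalised; Benchmarks: plate control and blank wells.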
# 14-3-3 Bad PPI: disrupts binding of bovine 14-3-3 zeta to phospho-Bad peptide. inhibition, % at 21.7 µM. 0.71% of 220,000 active. P63103. TR-FRET 14-3-3zeta/Dy647-pBad peptide displacement, 1 h;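 active = inhibition above about 70%, limit read from the data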;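 note: 0% = full 14-3-3 plus peptide FRET controls and 100% = background without 14-3-3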
# Target sequence (P63103 whole entry, looked up): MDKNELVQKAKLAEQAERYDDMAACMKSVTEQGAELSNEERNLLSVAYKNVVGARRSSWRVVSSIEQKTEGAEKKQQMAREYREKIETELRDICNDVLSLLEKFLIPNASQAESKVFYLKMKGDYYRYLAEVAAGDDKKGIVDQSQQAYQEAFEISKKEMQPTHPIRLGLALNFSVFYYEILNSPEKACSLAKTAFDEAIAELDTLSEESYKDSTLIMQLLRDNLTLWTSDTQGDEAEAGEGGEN
# Hck Nef HTS: inhibitors of human Hck kinase activated by Nef | 0.68% of 220,000 active | inhibition, % at 20 µM | AID 463187 | P08631 | Recombinant Hck-YEEI plus Nef, Z-Lyte FRET kinase assay;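 active = Hck-Nef kinase inhibition above about 50%, limit read from the data; inactive = inhibition below that limit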;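 note: 0% = DMSO with Hck plus Nef and 100% = Hck alone without Nef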
# EP2 modulator: modulators of human EP2 prostaglandin E2 receptor | P43116 | EP2-expressing cells, cAMP HTRF FRET, PGE2 co-stimulation | induction, % at 25 µM | 0.83% of 260,000 active;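 active = compounds whose cAMP rise, as percent of the full-agonist control response, exceeds 60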;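 note: rat C6 glioma line stably carrying human EP2 under a CMV promoter; the protocol text gives 20 µM as final concentration; 100% = response of wells given 1 µM PGE2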
# Target sequence (P43116 whole entry, looked up): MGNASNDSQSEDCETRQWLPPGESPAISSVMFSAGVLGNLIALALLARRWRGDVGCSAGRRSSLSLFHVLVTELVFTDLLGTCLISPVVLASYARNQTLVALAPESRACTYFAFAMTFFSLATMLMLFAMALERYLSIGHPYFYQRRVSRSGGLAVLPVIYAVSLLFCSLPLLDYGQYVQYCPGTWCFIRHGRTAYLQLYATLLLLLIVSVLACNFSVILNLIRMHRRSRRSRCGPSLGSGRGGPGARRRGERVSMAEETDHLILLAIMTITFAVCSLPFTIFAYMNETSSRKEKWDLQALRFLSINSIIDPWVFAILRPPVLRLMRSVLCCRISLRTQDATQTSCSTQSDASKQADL
# TbHK1 inh: T. brucei hexokinase 1 inhibition. recombinant TbHK1, G6PDH-coupled NADH A340. AID 1430. inhibition, % at 10 µM. 0.11% of 220,000 active;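 active = inhibition of 50% or more in the single-dose primary screen; inactive = inhibition below 50%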
# Calpain2 inh: blocks pig calpain II enzyme activity. 0.37% of 220,000 active. purified calpain II, fluorogenic peptide substrate, 30 min. inhibition, % at 16 µM. AID 1236;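 active = inhibition above about 50%, limit read from the data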
# EP2 antag: blocks the human prostaglandin E2 receptor EP2. P43116. C6 glioma cells expressing human EP2, cAMP TR-FRET; cells stimulated with saturating PGE2. inhibition, % at 25 µM. 0.52% of 260,000 active. AID 1422;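 active = percent inhibition above 40 after rounding to a whole number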;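 note: rat C6 glioma host cells with rolipram phosphodiesterase inhibitor present; the protocol text gives 20 µM as final concentration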
# eIF4E 4G PPI: eIF4E/eIF4G interaction inhibition in translation initiation | 0.37% of 220,000 active | inhibition, % at 21.7 µM | TR-FRET eIF4E-eIF4GI(517-606) binding, 2 h | AID 782;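 active = inhibition above about 30%, limit read from the data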;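 note: 0% = full FRET control wells and 100% = background wells lacking eIF4GI fragment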
# L929 necroptosis: L929 zVAD cell death inhibition. L929 zVAD necroptosis rescue, ATP luminescence, 24 h; with zVAD 60 µM. viability rescue, % at 10 µM. 0.38% of 220,000 active;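 active = activation, scaled between plate controls, above about 75%, limit read from the data; inactive = activation under that limit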;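 note: 0% = zVAD with DMSO and 100% = DMSO alone without zVAD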
# An asterisk follows results filed as active; x = not tested or not shown; & = joins results of further samples; [ ] = remark or other dose. An excerpt; the hit share may differ from the screen's.
SMILES,Rad51 HR inh,14-3-3 Bad PPI,Hck Nef HTS,EP2 modulator,TbHK1 inh,Calpain2 inh,EP2 antag,eIF4E 4G PPI,L929 necroptosis
CC(=O)c1cccc(NC(=O)CN2C(=O)C3C4C=CC(C4)C3C2=O)c1 (stereo not given),7,1,-1,8,-2,-27,3,8,-0.7
O=S(=O)(NCCc1ccccc1F)c1cccc(S(=O)(=O)N2CCOCC2)c1,1,11,2,1,-4,17,x,5,0.2
O=C(CCCn1c(=S)[nH]c2cc3c(cc2c1=O)OCO3)N1CCN(c2ncccn2)CC1,-4,-6,-1,11,-9,-16,3,5,0.9
N/C(Cc1ccc(Cl)cc1Cl)=N\OC(=O)c1ccccc1,11,-17,22,-82,0,-7,2,-1,4.7
C=CCn1c(=O)n(C(=O)OCC)c2cc(Br)ccc21,12,1,17,35,-4,1,12,4,27
CC[C@H](C)C1NC(=O)[C@H](CC(=O)O)NC(=O)c2cc([N+](=O)[O-])cc(I)c2NCCC(C(N)=O)NC1=O (stereo not given in full),-1,10[fluorescence artefact?],-3,6,-12,-44,9,1[fluorescence artefact?],3.5
COc1ccc(C(C)NC(=O)c2ccc(Br)cc2)cc1OC (stereo not given),5,-5,-1,-2,-3,-1,6,3,0.7
Cc1ccc(Cn2nnc3c(=O)n(CC(=O)N4CCCCC4)cnc32)cc1,1,13,0,0,-3,18,9,-5,1.8
CC1=NN(c2ccccc2)C(=O)/C1=C/c1cn(C)c2ccccc12,13,2,-2,25,-14,26,2,-8,2.1
CC1CCCCN1C(C(=O)O)c1ccccc1 (stereo not given),-7,12,10,18&1,2,28,6&3,0,3.9
COc1cccc(/C=N/NC(=O)Cn2cnc3c2c(=O)n(C)c(=O)n3C)c1OC,14,-5,18,-97,6,-54,11,-6,0.3
CC(C)(C)NC(=S)NCC1CC1,1,-7,7,9,-8,15,14,0,0.3
Cc1ccc(-n2c(=O)[nH]c3c(C(N)=O)nc(CC(C)C)nc32)cc1,8,2,-10,21,-1,-88,10,-1,-0.9
Cc1oc(C(=O)O)cc1CSc1nnc(-c2ccccc2)n1C,0,2,9,10,-2,14,3,2,-0.2
CN1C(=S)SC(N(O)C(=O)Nc2ccccc2)C1(C)C (stereo not given),-9,-3,-7,-5,3,-2,2,-11,0.3
CSCCCNC(=S)Nc1cccc(S(=O)(=O)NC2=NCCC2)c1,5,-13,1,27,-1,-6,8,3,2.4
CCOC(=O)C1CCCN(S(=O)(=O)c2ccc(S(N)(=O)=O)cc2)C1 (stereo not given),-1,0,17,-33,6,-22,9,0,11
Cc1cc(-c2ccccc2)nc(SCC(=O)N2CCCC2)n1,0,3,-5,0,-5,4,9,3,5.2
CC(c1ccccc1)N1CCn2c(nc3cc(NC(=O)c4cccs4)ccc32)C1 (stereo not given),-1,2,-7,-29,-3,-33,10,2,3.9
CN1CCN(CC(=O)N(Cc2c(C#N)c3ccccc3n2C)c2ccccc2)CC1,-7,1,9,-9,5,0,4,-1,0.5
Cc1ccc(CC2C(=O)N(c3nc(C)cc(C)n3)C(=O)C2C)cc1 (stereo not given),-5,-3,-16,14,3,2,4,1,6.1
O=C(O)c1c2c(nc3ccccc13)/C(=C/c1ccc(O)cc1)CCC2,-1,-6,-25,24,-25,-51,6,0,2.1
CCC(=O)N(Cc1ccco1)c1nc(-c2cc(OC)ccc2OC)cs1,-1,7,1,35,-8,-15,8,-3,0.5
COc1ccc(C(=O)C2CCCN(C(=O)/C=C/c3ccccn3)C2)c(C)c1 (stereo not given),x,2,19,-14,-2,11,5,4,-1.0
CC(NC(=O)COC(=O)c1ccc(Cl)cc1O)c1ccc(F)cc1 (stereo not given),-3,-5,11,-46,0,-44,7,2,4.7
CCCCCOC(=O)Cc1c(O)c2ccccc2[nH]c1=O,1,-7,1,1,21,-14,16,-3,-0.1
O=C(N/N=C/c1cn(-c2ccccc2)nc1-c1ccccc1)c1ccco1,-4,0,6,6,-7,-101,6,-8,0.0
CCn1c(=O)cc(OCC(=O)Nc2cccc(C)n2)c2ccccc21,-3,5,2,-23,-6,21,6,-6,-0.7
COC(=O)c1cc(C)sc1NC(=O)C1C2C=CC(CC2)C1C(=O)O (stereo not given),18,-5[fluorescence artefact?],3,44,2,1,19,3,-0.7
O=C(c1ccccc1)c1cnc(Nc2ccccc2Cl)s1,-7,-1,1,-39,-6,24,8,-4,0.2

# 3 successive entries already listed, for reference:
SMILES,Rad51 HR inh,14-3-3 Bad PPI,Hck Nef HTS,EP2 modulator,TbHK1 inh,Calpain2 inh,EP2 antag,eIF4E 4G PPI,L929 necroptosis
O=C(O)c1c2c(nc3ccccc13)/C(=C/c1ccc(O)cc1)CCC2,-1,-6,-25,24,-25,-51,6,0,2.1
CCC(=O)N(Cc1ccco1)c1nc(-c2cc(OC)ccc2OC)cs1,-1,7,1,35,-8,-15,8,-3,0.5
COc1ccc(C(=O)C2CCCN(C(=O)/C=C/c3ccccn3)C2)c(C)c1 (stereo not given),x,2,19,-14,-2,11,5,4,-1.0

# New compounds follow.
SMILES,Rad51 HR inh,14-3-3 Bad PPI,Hck Nef HTS,EP2 modulator,TbHK1 inh,Calpain2 inh,EP2 antag,eIF4E 4G PPI,L929 necroptosis
COc1ccc(-n2c(=O)c3ccccc3n(CC(=O)OCc3ccccc3)c2=O)cc1OC,3,-18,20,-2,0,0,6,-2,-0.2
Cc1nc2cc(NC(=O)N3c4ccccc4CC3C)ccc2n1C (stereo not given),-3,3,10,-64,4,-8,11,-4,1.3
CN1CCN(c2ccc(NC(=O)c3sc4ccccc4c3Cl)cc2)CC1,9,-1,-1,-33,-11,-21,6,1,2.0
C/C(=N\NC(=O)c1cccnc1)c1cc2ccccc2o1,-2,4,2,-16,-26,4,9,-2,1.8
Cc1cc(NC(=O)Cn2cnc3sc(C)c(-c4ccccc4)c3c2=O)no1,7,-7,6,1,-3,-4,5,0,0.7
COc1ccc(-c2cc(C(=O)N/N=C/c3ccc4c(c3)OCO4)c3ccccc3n2)c(OC)c1,5,1,7,-9,-29,-45,14,-8,0.0
COc1ccc(/C=C/C(=O)O)cc1COc1ccccc1C,15,-1,3,0,-8,-30,10,-3,11
O=C(CSc1nccc(=O)[nH]1)N1N=C2/C(=C/c3ccco3)CCCC2C1c1ccco1 (stereo not given),-4,12,48,13,2,-14,1,15,4.1
N#Cc1nc(-c2ccc(OCc3ccc(Cl)cc3)cc2)oc1N1CCOCC1,-2,3[fluorescence artefact?],10,14,-12,-101,14,-15,0.2
O=c1cc(-c2ccccc2Cl)oc2c(NS(=O)(=O)c3ccccc3C(F)(F)F)ccc(O)c12,-1,3,24,22,-18,-53,8,-2,0.6
CCCNC(=O)c1ccc2nc(-c3ccccc3)c(-c3ccccc3)nc2c1,-9,-9,-1,17,-4,-482,11,-6,0.1
CSc1cccc(NC(=O)C2CCCN2S(=O)(=O)c2ccc(Br)s2)c1 (stereo not given),-9,0,1,-35,54*,41,7,-1,-0.4
COc1ccc(-c2nc[nH]c2[N+](=O)[O-])cc1,11,0,-37,14,-13,-19,14,1,4.7
CCOC(=O)C1=C(C)N(CCCC(=O)NCc2ccc3c(c2)OCO3)C(=O)NC1c1ccc(Br)cc1 (stereo not given),3,-13,-4,7,2,-9,17,-4,2.7
CCCCSc1nc(O)cc(=O)n1CC,12,-14,-8,29,3,-14,4,0,0.1

# A second format for some results above:
Molecule	Rad51 HR inh	14-3-3 Bad PPI	Hck Nef HTS	EP2 modulator	TbHK1 inh	Calpain2 inh	EP2 antag	eIF4E 4G PPI	L929 necroptosis
COc1ccc(-n2c(=O)c3ccccc3n(CC(=O)OCc3ccccc3)c2=O)cc1OC	3	-18	20	-2	0	0	6	-2	-0.2
Cc1nc2cc(NC(=O)N3c4ccccc4CC3C)ccc2n1C (stereo not given)	-3	3	10	-64	4	-8	11	-4	1.3

# (listing goes on)
SMILES,Rad51 HR inh,14-3-3 Bad PPI,Hck Nef HTS,EP2 modulator,TbHK1 inh,Calpain2 inh,EP2 antag,eIF4E 4G PPI,L929 necroptosis
Cc1cc(NC(=O)CSc2nnc(C)n2-c2ccccc2)no1,-6,5,13,12,-3,-12,7,-3,0.8
CC1CN(c2cc(=O)n(-c3cccc(Br)c3)c(=O)[nH]2)CC(C)O1 (stereo not given),-4,1,0,4,3,-18,8,-1,0.7
COc1ccc(Cl)cc1NC(=O)C(C)N(C)Cc1ccc(C(F)(F)F)cc1 (stereo not given),-4,3,1,6,0,-1,7,-8[fluorescence artefact?],0.2
CCN(CC)C(=O)C1=C(C)Nc2ncnn2C1c1cccnc1 (stereo not given),0,-1,23,37,1,-23,12,-2,3.3
COc1cc(NS(=O)(=O)c2ccc(N/C=C(\C=O)c3nc4ccccc4o3)cc2)nc(OC)n1,5,1,2,-18,-37,-23,5,4[fluorescence artefact?],3.0
COc1ccccc1-c1nc(SCC(=O)O)n[nH]1,-2,2[fluorescence artefact?],-1,-13,-2,-20,20,-21[fluorescence artefact?],0.4
Cc1ccc(S(=O)(=O)N2CC=C(C(=O)NCCC(C)C)CC2)cc1,4,1,23,-12,5,15,4,0,-0.2
COc1ccc2c(c1)C(C)CC(C)(C)N2C(=O)NC1CCCCC1 (stereo not given),x,3,18,-25,3,29,7,-2[fluorescence artefact?],x
COCCOC(=O)c1cc(C(=O)c2cc(F)ccc2O)coc1=N,-11,3,5,8,-22,-88,14,-2,0.0
O=c1[nH]cnc2cc(Cl)ccc12,x,-11,0,-6&-10,-5,-33,13,10,2.5
COc1ccc2cc(C(=O)NCCO)sc(=O)c2c1OC,-2,2[fluorescence artefact?],0,-15,-19,-4,9,-7,0.2
COc1ccccc1OCCOC(=O)Nc1ccccc1,6,2[fluorescence artefact?],0,-4,2,-10,8,1,0.5
O=[N+]([O-])c1ccc(SCCO)nc1SCCO,-21,1,4,8,-22,11,10,-1,0.6
NS(=O)(=O)c1ccc(NCc2cc(Cl)ccc2OCc2ccc(F)cc2)cc1,-3,-20,1,14,32,17,3,2,1.0
Cc1cc(/C=C2/C(=N)N3C(=NC2=O)SN=C3S(C)(=O)=O)c(C)n1-c1ccccc1F,-10,-16,30,11,-1,-65,9,31*,-0.1
C=CCOc1ccc(C2C(C#N)=C(N)N(Nc3ccccc3)C3=C2C(=O)CC(C)(C)C3)cc1OC (stereo not given),2,-6[fluorescence artefact?],8,14,-6,-102,15,2,0.1
COc1ccc(CCn2c(=S)[nH]c3ccc(N4CCOCC4)cc3c2=O)cc1OC,18,-14,45,-10,-4,-134,11,-1,28
Cc1cnc(NC(=O)C(C)N2C(=O)C3CC=CCC3C2=O)s1 (stereo not given),-6,0,-1,18,-3,-3,6,-1,0.1
Cn1cc(C(=O)c2ccc(Cl)cc2)cc1-c1nc2ccccc2n1C,-14,x,-1,x,-7,x,18,x,0.7
CCNc1nc(CSc2ccccc2)nc2sc(C)c(C)c12,-1,2,-2,19,1,14,4,5,1.6
Cc1nnc(SCc2cc(=O)[nH]c(/N=C(\N)Nc3ccccc3Sc3ccccc3)n2)s1,x,9,21,-4,-3,-6,1,1,-1.0
COc1cccc2[nH]c3c(Cl)ncnc3c12,-8,5,3,-5,-14,-457,8,4[fluorescence artefact?],1.0
Cn1c(=O)c2c(nc(Cl)n2Cc2ccc(Cl)c(Cl)c2)n(C)c1=O,x,-10,2,15,4,-3,x,6,0.4
O=C(CCC(=O)c1ccc(Br)cc1)Nc1cccc(C(F)(F)F)c1,1,2,1,6,21,6,11,6,91*
O=C(Nn1cnnc1)c1cc(-c2cccc(Br)c2)nc2ccccc12,8,-2,25,-13,-16,-24,6,-1,-1.2
COc1ccc(C(OC(=O)c2ccco2)C(=O)NCc2ccc(C)cc2)cc1 (stereo not given),-9,14,2,46,3,-11,1,0,0.4
Cc1ccc(N2C(=O)CC(N3CCN(c4ccccn4)CC3)C2=O)cc1 (stereo not given),-9,-12,18,31,-2,-32,15,5,7.1

# Source: PubChem (several laboratories)
